# M1 ag: human M1 muscarinic receptor agonism | P11229 | actives 0.33% (n = 360,000) | CHO-K1 hM1, Fluo-8 calcium fluorescence, agonist mode; 0% DMSO, 100% acetylcholine EC100 | AID 588814 | activation, % at 3 µM;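 active means activation above the run's mean compound activation plus 3 SD, cut at about 16% in these data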;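 further: peak over basal fluorescence ratio within a 140 s kinetic read after compound addition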
# Target sequence (P11229 whole entry, looked up): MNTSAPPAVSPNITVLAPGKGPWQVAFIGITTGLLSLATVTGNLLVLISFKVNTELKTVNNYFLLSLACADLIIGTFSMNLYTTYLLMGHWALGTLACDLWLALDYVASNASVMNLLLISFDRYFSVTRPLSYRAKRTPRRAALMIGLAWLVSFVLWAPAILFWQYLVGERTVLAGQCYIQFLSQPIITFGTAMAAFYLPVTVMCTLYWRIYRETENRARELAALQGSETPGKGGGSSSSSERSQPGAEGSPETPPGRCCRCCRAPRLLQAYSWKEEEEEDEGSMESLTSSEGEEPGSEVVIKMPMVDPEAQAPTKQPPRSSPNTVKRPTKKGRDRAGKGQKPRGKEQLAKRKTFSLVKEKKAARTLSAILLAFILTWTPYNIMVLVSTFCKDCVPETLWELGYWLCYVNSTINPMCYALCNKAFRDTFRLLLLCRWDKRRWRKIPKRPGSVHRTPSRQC
# M1 antag: human CHRM1 antagonism; P11229; CHO-K1 hM1, Fluo-8 calcium fluorescence, ACh EC80 antagonist; inhibition, % at 3 µM; actives 1.3% (n = 360,000); AID 588852;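 active means percent inhibition above its own plate's cutoff, namely the mean of that plate's compound wells plus 3 SD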;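 further: peak over basal fluorescence ratio during 140 s after agonist addition; 0% = ACh EC80 plus DMSO and 100% = DMSO alone without agonist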
# M4 ag: CHRM4 agonism in calcium assay. P08173. CHO-K1 hM4/Gqi5, Fluo-8 calcium fluorescence; vehicle 0%, full acetylcholine response 100%. activation, % at 3 µM. actives 0.14% (n = 360,000). AID 624127;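 active means activation above the run mean over all test wells plus 3 SD, cut at about 32% in these data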;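 further: peak over basal fluorescence ratio per well then scaled between controls; 0% = DMSO wells and 100% = acetylcholine at EC100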
# Target sequence (P08173 whole entry, looked up): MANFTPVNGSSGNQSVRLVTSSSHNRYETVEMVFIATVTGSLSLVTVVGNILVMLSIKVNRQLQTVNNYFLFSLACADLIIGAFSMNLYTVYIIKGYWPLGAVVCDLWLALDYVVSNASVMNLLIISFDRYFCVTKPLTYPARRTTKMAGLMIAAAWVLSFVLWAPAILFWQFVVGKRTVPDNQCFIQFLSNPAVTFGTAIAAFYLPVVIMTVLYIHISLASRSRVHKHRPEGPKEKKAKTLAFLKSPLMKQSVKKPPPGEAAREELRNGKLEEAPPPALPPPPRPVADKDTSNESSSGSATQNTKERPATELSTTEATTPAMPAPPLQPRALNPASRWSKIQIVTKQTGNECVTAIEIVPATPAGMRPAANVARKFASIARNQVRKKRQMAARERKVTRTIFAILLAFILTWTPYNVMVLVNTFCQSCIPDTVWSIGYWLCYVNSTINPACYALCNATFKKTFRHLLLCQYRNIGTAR
# CHRM5 agonist: agonists of human muscarinic M5 receptor (CHRM5); CHO-K1 hM5 cells, Fluo-8 calcium fluorescence; 0% DMSO wells, 100% maximal acetylcholine response; activation, % at 3 µM; P08912; actives 0.19% (n = 360,000); AID 624037;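 active means activation above the run's mean over test compounds plus 3 SD, cut at about 23% in these data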;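 further: signal is peak over basal fluorescence ratio across the kinetic read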
# M4 antag: blocks acetylcholine activation of human M4 receptor. P08173. CHO-hM4 cells, ACh EC80, Fluo-8 calcium fluorescence. inhibition, % at 3 µM. actives 0.73% (n = 360,000). AID 624125;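 active means inhibition above its plate's cutoff, the mean inhibition of sample wells plus 3 SD, cut at about 27% in these data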;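 further: 0% = acetylcholine EC80 with DMSO and 100% = DMSO without agonist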
# TAAR1 agonist: agonists of human TAAR1; Q96RJ0; CHO RD-HGA16 TAAR1, Fluo-8 calcium fluorescence; vehicle wells 0%, saturating PEA agonist 100%; activation, % at 3 µM; actives 0.99% (n = 360,000); AID 624467;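 active means activation above the mean activation of all test compounds in the run plus 3 SD, cut at about 38% in these data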
#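 Assay system: CHO-derived RD-HGA16 cells with stable Gα16 and human TAAR1; timing: 17-24 h seeding, 75 min 37 °C dye, 30 min RT; read-out: % activation from peak over basal fluorescence ratio, DMSO-to-PEA scaled; measured by: kinetic Fluo-8 calcium fluorescence; benchmarks: low control DMSO, high control PEA (EC100); doses: 3 µM single concentration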
# CHRM5 antagonist: CHRM5 antagonism in calcium assay; CHO-hM5 cells, Fluo-8 calcium fluorescence, ACh EC80; AID 624040; actives 0.59% (n = 360,000); inhibition, % at 3 µM;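 active means inhibition above a per-plate cutoff, the mean of that plate's test compounds plus 3 SD, cut at about 27% in these data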;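 further: 0% = acetylcholine EC80 with DMSO and 100% = DMSO without agonist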
# M1 PAM: human CHRM1 positive allosteric modulation; P11229; CHO-K1 hM1, Fluo-8 calcium fluorescence, ACh EC20; 0% = ACh EC20, 100% = maximal ACh; activation, % at 3 µM; actives 0.088% (n = 360,000); AID 588819; in the data active means activation above about 19%, passing the limit was not always enough
# CHRM5 PAM: potentiates acetylcholine response at human M5 receptor. P08912. CHO-K1 hM5, Fluo-8 calcium, ACh EC20 PAM; 0% = ACh EC20, 100% = ACh EC100. activation, % at 3 µM. actives 0.3% (n = 360,000). AID 624038;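 active means activation above the run cutoff, the mean activation of all test compounds plus 3 SD, cut at about 18% in these data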
#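 Assay system – human M5 receptor in CHO-K1 cells · Read-out – % activation, ACh-normalized · Technique – Fluo-8 calcium fluorescence · Dosing – single-point, 3 µM nominal · Incubation – Fluo-8 loading 80 min at 37 °C plus 30 min room temperature · Repeats – singlicate, one well per test compound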
# Numbers without * were called inactive; · = not tested or not shown. Only part of the results is shown (hit frequency here may not be typical).
Structure	CHRM5 PAM	TAAR1 agonist	M4 ag	M1 antag	M4 antag	CHRM5 agonist	CHRM5 antagonist	M1 PAM	M1 ag
CCC1CCc2c(sc3nc(SCC(=O)NCc4ccco4)n(-c4ccccc4)c(=O)c23)C1 (stereo unspecified)	1	3	0	-8	6	1	-2	7	-1
Cc1ccc(NC2=NCCCCC2)cc1C	-2	1	1	-6	4	-5	0	3	-7
CCOc1ccc(/C=N/NC(=O)c2cc(-c3ccccc3)nc3ccccc23)cc1O	-8	8	10	3	4	0	19	-5	-3
CCOC(=O)c1cccc(Nc2ncnc3ccc(C)cc23)c1	-5	10	3	-2	-2	-2	-6	7	-3
Cc1noc(C)c1NC(=O)N(C)C[C@@H]1Oc2c(NC(=O)NC(C)C)cccc2C(=O)N([C@@H](C)CO)C[C@@H]1C	-2	5	0	-13	6	0	4	10	-3
Cc1nc(N2CCN(C)CC2)c2sc(=S)n(-c3ccccc3)c2n1	-3	-1	0	-4	-3	-1	14	6	-2
Cc1ccc(C(=O)NCC(=O)OCC(=O)NCCc2ccccc2)s1	-5	1	1	-7	-7	-1	3	10	-6
CC(Oc1ccc(F)cc1)C(=O)/C=C\N(C)C (stereo unspecified)	0	12	2	-2	4	1	0	7	-3
C(=C\c1ccccc1)/CN1CCN(C(c2ccccc2)c2nnnn2-c2ccc3c(c2)OCCO3)CC1 (stereo unspecified)	-22	0	3	95*	32*	-8	75*	-25	-7
CCCc1nc2sc3c(c2c(=O)n1NC(=O)CCC(=O)OC)CCCC3	1	-1	0	-17	3	-5	0	7	-5
C=CCc1c(NCCO)nc(C)[nH]c1=O	2	·	1	-9	17	1	-1	2	-7
O=C(COc1cccc(C(F)(F)F)c1)NCC(c1ccco1)N1CCCCC1 (stereo unspecified)	0	-2	0	-4	-12	-7	1	-3	-8

# Next part:
Structure	CHRM5 PAM	TAAR1 agonist	M4 ag	M1 antag	M4 antag	CHRM5 agonist	CHRM5 antagonist	M1 PAM	M1 ag
COc1ccc(C(=O)NNC(=O)C(=O)NC2CCCCC2)cc1	4	-6	-1	-6	-3	-4	3	7	-6
COc1cc(C2C(C#N)=C(C)NC(C)=C2C#N)cc(OC)c1OC	-4	10	1	-14	-3	-3	15	14	-7
COc1nnc(-c2ccc(N3CCOCC3)c(NC(=O)C3CCCCC3)c2)c2ccccc12	-9	2	0	4	10	-4	-1	1	-5
CCOc1ccc(Cn2c(C)nc([N+](=O)[O-])c2SCC(O)CCl)cc1[N+](=O)[O-] (stereo unspecified)	3	9	4	16	6	3	2	-4	-3
Cc1ccc(NC(=O)Cn2nnc3ccccc32)cc1	3	5	1	-1	-1	-1	2	1	-3
CCOC(=O)c1c(NC(=O)CSc2nnc(C)c(=O)[nH]2)sc2c1CCCC2	-1	27	0	-8	-1	2	1	6	-2
CN(C)CCCN(Cc1cc2cc3c(cc2[nH]c1=O)OCO3)C(=S)Nc1ccccc1	9	3	1	-1	17	1	-1	1	-10
Cn1cnc(S(=O)(=O)N2CCCCC2c2cc(C(=O)Nc3ccc(F)c(Cl)c3)no2)c1 (stereo unspecified)	0	4	3	7	-7	3	-3	-1	-1
Cc1cc(C)cc(C(=O)NC(=S)Nc2ccc3c(c2)OCCO3)c1	3	-1	0	2	4	-1	2	-3	-6
CCN(CC)S(=O)(=O)c1ccc(OC)c(NC(=O)COc2ccccc2[N+](=O)[O-])c1	-2	9	5	6	-3	-3	7	-1	-2
CCOCCn1c(CN2CCN(C(c3ccccc3)c3ccccc3)CC2)nc2c1c(=O)n(C)c(=O)n2C	5	2	-1	-4	-5	-5	-5	3	-6
Cc1ccccc1-c1nc(CS(=O)(=O)CC(=O)NCCCN2CCN(C)CC2)c(C)o1	-2	2	0	4	2	-5	6	7	-2

# The listing continues.
Structure	CHRM5 PAM	TAAR1 agonist	M4 ag	M1 antag	M4 antag	CHRM5 agonist	CHRM5 antagonist	M1 PAM	M1 ag
Cc1cc(-c2nnc3n2N=C(C(C)(C)C)CS3)n[nH]1	-6	4	0	-10	2	-7	1	9	-4
CCOC(=O)[C@]12CCC=C1N(Cc1ccc(Cl)cc1Cl)C(=O)[C@H](CC(=O)NCCC(C)C)C2	-1	0	-2	·	7	-2	-2	·	·
CCOC(=O)c1sc2ncnc(N3CCN(C)CC3)c2c1C	16	3	2	5	-6	-6	14	-7	-7
NC(=S)Cc1nc(-c2ccc(Cl)cc2)cs1	0	6	1	11	6	-1	8	4	2
O=C(NCCCN1CCCCC1)c1ccc(CS(=O)c2ccc(Cl)cc2)o1 (stereo unspecified)	6	4	-1	12	5	-9	0	7	0
N/C(=N\OC(=O)CCCc1ccccc1)c1ccccc1	-4	-1	-1	-9	3	-5	5	6	-2
CN(CC(=O)Nc1ccccc1C(F)(F)F)C(=O)C1CC1	9	8	1	7	-15	4	-11	4	-1
COc1cc(NC(=O)c2cccc(C)c2)c(Cl)cc1[N+](=O)[O-]	3	-1	1	-2	4	-3	0	2	-10
COc1ccccc1CNCc1cc(OC)c(OC)c(OC)c1	2	8	1	-1	3	1	-1	9	-7
COCCCn1cnc2c(c1=O)c1nc3ccccc3nc1n2-c1ccc(C)cc1	-7	3	1	-27	1	1	4	15	6
Cc1ccccc1OCC(=O)Nc1ccc(S(=O)(=O)Nc2ccccn2)cc1	-2	3	4	-12	0	0	-4	14	-5
CN(CC(=O)Nc1ccc(F)cc1)C(=O)CN1C(=O)NC(CCc2ccccc2)C1=O (stereo unspecified)	-3	4	1	1	-26	-1	-2	-3	-3

# New compounds follow.
Structure	CHRM5 PAM	TAAR1 agonist	M4 ag	M1 antag	M4 antag	CHRM5 agonist	CHRM5 antagonist	M1 PAM	M1 ag
COc1ccc(NC(=O)COC(=O)C2CC2)c(OC)c1	5	2	1	0	1	0	0	8	-2
Cc1ccccc1CN1C(=O)CSCC1(C)C(=O)NCc1ccccc1 (stereo unspecified)	-2	2	6	·	0	-2	1	·	·
Nc1c(-c2ccccn2)cnn1-c1nc(-c2ccc(F)cc2)cs1	1	1	0	-1	-1	4	10	6	-1
CC(C)Cc1nnc(NC(=O)c2cccc(S(=O)(=O)N3CCOCC3)c2)s1	-1	5	0	-8	-2	4	0	9	2
COc1ccc(C2CC(=O)Nc3cc(OC)c(OC)cc32)cc1Br (stereo unspecified)	-5	1	3	-16	4	2	9	20	9
Cc1c[nH]c2cccc(OCC(O)CNC(C)(C)C)c12 (stereo unspecified)	5	7	0	-4	10	0	-8	4	-8
CCc1ccc(NC(=O)CC2C(=O)N(c3cccc(OC)c3)C(=O)N2CCOC)cc1 (stereo unspecified)	1	0	2	-18	-3	1	-3	9	-2
COc1ccc(CN(C(=O)/C=C/c2ccccc2Cl)C2CCS(=O)(=O)C2)cc1 (stereo unspecified)	-7	5	1	-3	-3	-3	2	3	-3
O=C(Nc1cc2c3c(c1)CC(=O)N3CCC2)c1ccc(F)cc1	4	1	6	-5	3	4	-2	4	-1
CCn1c(SCC(=O)N(C)C)nc2cc(S(=O)(=O)N3CCOCC3)ccc21	2	2	1	13	-1	4	-5	2	0
CC(C)N(C(=O)Cn1c(SCC(=O)Nc2nccs2)nc2ccccc21)C(C)C	-9	2	-1	-13	3	-3	7	4	-2
C=C(C)Cn1c2ccc(NC(=O)NCC)cc2c(=O)n1C	-2	1	0	-11	0	0	0	8	0

# Gathered by group, the entries above with a tert-butyl group
Structure	CHRM5 PAM	TAAR1 agonist	M4 ag	M1 antag	M4 antag	CHRM5 agonist	CHRM5 antagonist	M1 PAM	M1 ag
Cc1cc(-c2nnc3n2N=C(C(C)(C)C)CS3)n[nH]1	-6	4	0	-10	2	-7	1	9	-4
Cc1c[nH]c2cccc(OCC(O)CNC(C)(C)C)c12 (stereo unspecified)	5	7	0	-4	10	0	-8	4	-8

# Next results
Structure	CHRM5 PAM	TAAR1 agonist	M4 ag	M1 antag	M4 antag	CHRM5 agonist	CHRM5 antagonist	M1 PAM	M1 ag
CSc1nc(N)nc(N(C)C)n1	9	3	1	-6	14	7	-4	9	-1
O=C(NC1CCCCC1)C(c1ccccc1F)N(C(=O)c1csnn1)C1CCCC1 (stereo unspecified)	5	6	1	-12	-3	-3	9	10	-4
CCN(CC)CCN(C(=O)c1ccc(Br)s1)c1nc2cc3c(cc2s1)OCO3	-7	0	0	8	4	-9	10	-6	-7
CN(C)S(=O)(=O)c1ccc(Cl)c(NC(=O)CN2CCN(c3ccccn3)CC2)c1	-1	5	7	0	-8	-2	-1	2	-6
O=C(Nc1ccc(Cn2cccn2)cc1)c1ccc(COc2ccc(Br)cc2)cc1	-2	8	1	-3	6	-5	1	2	-5
COc1ccc(N2CCN(C(=O)CCN3C(=O)c4ccccc4S3(=O)=O)CC2)cc1	-3	·	2	-47	5	-1	3	9	6
COc1ccccc1/C=C(/CC(=O)NCc1ccccc1)c1nc2ccccc2s1	-6	-2	0	-2	-2	-5	8	2	-7
Cc1cccc(NC(=O)N2CCC(C(=O)c3ccc(F)cc3)CC2)c1	-1	2	4	-3	2	2	1	12	-2
CCc1ccc(Nc2nnc(SC(C)C(=O)NC3CC3)s2)cc1 (stereo unspecified)	-1	5	2	-1	5	-4	3	-1	-6
CCOC(=O)C1=C(COC(=O)/C=C/c2cccc(Br)c2)NC(=O)NC1C (stereo unspecified)	-13	24	6	15	10	2	11	-12	-2
CC(=O)c1cnc2nc(SCc3cccc(C)c3)nn2c1C	-5	7	8	5	3	3	0	-5	-6
C=C1C[C@H](O[C@@H]2O[C@H](CO)[C@@H](O)[C@H](O)[C@H]2O)[C@@H]2[C@H](OC(=O)[C@H]2C)[C@H]2[C@H](C)[C@@H](O)C[C@@H]12	3	2	2	1	-3	-1	8	5	-3

# Next part.
Structure	CHRM5 PAM	TAAR1 agonist	M4 ag	M1 antag	M4 antag	CHRM5 agonist	CHRM5 antagonist	M1 PAM	M1 ag
CC(C)(C)OC(=O)N1CCN(C(=O)c2ncn(Cc3ccccc3)c2C(=O)N2CCN(C(=O)OC(C)(C)C)CC2)CC1	6	8	1	-5	1	3	-8	3	-3
CCC(CC)N=C1NS(=O)(=O)c2cc([N+](=O)[O-])ccc21	1	3	3	2	2	1	-12	1	-5
CCOC(=O)C1(CCOC)CCN(Cc2nc(C(C)C)cs2)CC1	3	3	2	-7	-9	5	0	2	-3
O=C(COc1ccccc1Br)c1ccc(O)cc1O	-3	0	12	-3	0	0	-2	-3	-4
COc1ccc(OC)c(CNC(=O)CCn2nc(C)c3c(C)n(-c4ccccc4)nc3c2=O)c1	-5	0	2	-4	-8	-5	7	7	-4
CN(C)CCCN1C(=O)CSC1c1ccccc1 (stereo unspecified)	-11	1	1	3	-17	-4	-3	0	-12
O=C(COc1cccc(Br)c1)N/N=C/C(=O)c1ccccc1	0	0	2	-10	-9	-4	9	10	-5
O=C(Nc1ccc(N2C(=O)C3C4C=CC(C4)C3C2=O)cc1)Nc1cccnc1 (stereo unspecified)	1	0	0	-16	-9	2	2	14	0
COc1ccc(S(=O)(=O)N2CCN(c3cnccn3)CC2)cc1OC	11	2	2	-24	-16	6	3	10	-1
CCN(CC)C(=O)Cn1cc(S(=O)(=O)CC(=O)Nc2cc(OC)ccc2OC)c2ccccc21	-8	0	2	-14	2	-2	23	10	-1

# Compound activity as filed in PubChem BioAssay.
